# AHR activator = AHR activators, primary screen, cell-based, luminescence, luciferase reporter, human. AHR-responsive luciferase reporter cells. activation, % at 5 µM. 320,000 compounds, 2.5% hits. Aryl hydrocarbon receptor (Homo sapiens), P35869; in the data active = activation above about 47%;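 also: 0% = vehicle wells and 100% = reference agonist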
# MEX-5 binding = MEX-5 zinc finger RNA-binding disruptors – biochemical, C. elegans, fluorescence polarization, MLPCN library, primary screen | Zinc finger protein mex-5 (Caenorhabditis elegans), Q9XUB2 | MEX-5/FITC-TCR2 RNA binding; active compounds read low | activity score (negative = inhibition of binding), % at 10 µM | 300,000 compounds, 0.38% hits | AID 1832, 2009;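 active = inhibition past about -25% in most replicates, and total fluorescence under double the plate's negative control median, limit read from the data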;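 also: 0% = DMSO and -100% = 5 µM competing unlabeled TCR2 RNA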
# Target sequence (Q9XUB2 whole entry, looked up): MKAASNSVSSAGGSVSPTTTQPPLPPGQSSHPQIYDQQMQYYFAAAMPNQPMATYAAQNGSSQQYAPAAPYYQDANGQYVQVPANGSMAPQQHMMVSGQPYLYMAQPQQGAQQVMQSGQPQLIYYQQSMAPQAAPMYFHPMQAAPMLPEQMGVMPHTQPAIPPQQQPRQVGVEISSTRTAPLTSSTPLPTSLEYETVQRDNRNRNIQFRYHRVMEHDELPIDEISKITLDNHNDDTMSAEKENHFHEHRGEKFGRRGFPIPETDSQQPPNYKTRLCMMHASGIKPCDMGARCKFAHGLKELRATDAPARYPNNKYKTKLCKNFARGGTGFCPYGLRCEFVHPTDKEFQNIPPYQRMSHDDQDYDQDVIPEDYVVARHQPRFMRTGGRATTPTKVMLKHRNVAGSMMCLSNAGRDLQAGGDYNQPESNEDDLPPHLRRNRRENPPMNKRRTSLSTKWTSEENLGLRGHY
# Bcl-xL primary = inhibitors of human Bcl-xL, primary screen, biochemical, fluorescence polarization, HTS; GST-Bcl-xL / FITC-Bim BH3 peptide fluorescence polarization; 320,000 compounds, 0.7% hits; inhibition, % at 10.9 µM; AID 2129, 2009; Bcl-2-like protein 1 (Homo sapiens), Q07817;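 active = inhibition above the mean of all tested compounds plus 3 SD, cutoff set per campaign, cut at about 30% in these data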;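 also: 0% = DMSO wells and 100% = unlabeled Bim-BH3 peptide competitor; inhibitors lower millipolarization by displacing the labeled peptide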
# pPAFAH FP inh = pPAFAH enzyme inhibitors, primary screen, biochemical, fluorescence polarization, human; Platelet-activating factor acetylhydrolase (Homo sapiens), Q13093; recombinant pPAFAH, FP-rhodamine probe fluorescence polarization; inhibition, % at 3.39 µM; 330,000 compounds, 1.5% hits;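 active = inhibition above the mean inhibition across the screen plus 3 SD, cut at about 25% in these data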;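 also: inhibitors block binding of the rhodamine activity-based probe so polarization drops; 0% = enzyme with DMSO and 100% = wells lacking pPAFAH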
# GLD-1 TGE inh = GLD-1/TGE RNA complex disruptors, primary screen, biochemical, fluorescence polarization | 320,000 compounds, 0.44% hits | Female germline-specific tumor suppressor gld-1 (Caenorhabditis elegans), Q17339 | AID 2280, 2010 | inhibition, % at 5.96 µM | purified GLD-1 + fluorescein TGE RNA;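 active = percent inhibition above a per-plate cutoff, the plate mean of test compounds plus 3 SD, cut at about 30% in these data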;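 also: 0% = DMSO wells with GLD-1 and probe and 100% = wells lacking GLD-1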
# PAFAH1B2 inh = PAFAH1B2 enzyme inhibitors, primary screen, biochemical, fluorescence polarization, human; Platelet-activating factor acetylhydrolase IB subunit alpha2 (Homo sapiens), P68402; recombinant PAFAH1B2, FP-rhodamine activity probe; inhibition, % at 3.39 µM; 340,000 compounds, 1.2% hits; AID 492953, 2010;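 active = inhibition above the mean of all tested compounds plus 3 SD, cut at about 24% in these data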;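 also: 0% = enzyme with DMSO and 100% = wells lacking PAFAH1B2; many of its hits are not listed in these tables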
# Target sequence (P68402 whole entry, looked up): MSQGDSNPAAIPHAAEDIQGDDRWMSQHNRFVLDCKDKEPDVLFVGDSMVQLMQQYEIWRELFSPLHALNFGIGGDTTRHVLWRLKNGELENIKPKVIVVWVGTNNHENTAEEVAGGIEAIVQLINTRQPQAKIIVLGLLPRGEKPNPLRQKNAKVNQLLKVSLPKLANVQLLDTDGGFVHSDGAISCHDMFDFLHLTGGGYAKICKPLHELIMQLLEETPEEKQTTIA
# PME-1 inh = PME-1 inhibitors via competitive probe labeling, primary screen, biochemical, fluorescence polarization, FP-Rh probe, HTS; Protein phosphatase methylesterase 1 (Homo sapiens), Q9Y570; recombinant PME-1; inhibition, % at 5.9 µM; 320,000 compounds, 0.53% hits;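 active = inhibition above the campaign mean of all compounds plus 3 SD, cut at about 26% in these data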;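 also: competitive labeling of PME-1 active site by serine hydrolase directed probe; 0% = PME-1 with DMSO and 100% = wells lacking PME-1 enzyme; inhibitors block probe labeling so polarization falls and inhibition rises; many of its hits are not listed in these tables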
# Target sequence (Q9Y570 whole entry, looked up): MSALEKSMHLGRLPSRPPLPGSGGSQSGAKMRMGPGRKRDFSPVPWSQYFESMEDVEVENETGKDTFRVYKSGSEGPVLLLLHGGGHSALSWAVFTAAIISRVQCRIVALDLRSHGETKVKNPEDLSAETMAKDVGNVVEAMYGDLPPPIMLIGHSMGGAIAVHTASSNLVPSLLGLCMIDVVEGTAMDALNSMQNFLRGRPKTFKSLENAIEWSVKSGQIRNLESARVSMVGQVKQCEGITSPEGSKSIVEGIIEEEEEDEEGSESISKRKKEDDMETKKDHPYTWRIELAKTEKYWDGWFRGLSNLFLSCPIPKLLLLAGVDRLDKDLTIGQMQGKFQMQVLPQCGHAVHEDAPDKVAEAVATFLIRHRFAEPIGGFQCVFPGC
# MCL1-BIM inh = inhibitors of MCL1 binding to BIM-BH3, primary screen, biochemical, fluorescence polarization. GST-MCL1 / FITC-Bim-BH3 fluorescence polarization. 320,000 compounds, 0.68% hits. inhibition, % at 10.9 µM;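 active = inhibition above the mean inhibition of all tested compounds plus 3 SD, set per campaign, cut at about 40% in these data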;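 also: 0% = DMSO wells and 100% = unlabeled Bim-BH3 peptide control; higher means more loss of mP so more displacement of Bim peptide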
# Fam108B inh = mouse Fam108B serine hydrolase inhibitors, primary screen, counter-screen for RBBP9 inhibitor project, biochemical, fluorescence polarization. 300,000 compounds, 0.33% hits. AID 1947, 2009. recombinant Fam108B, FP-Rh probe fluorescence polarization. inhibition, % at 9.51 µM;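 active = inhibition above the screen mean inhibition plus 3 SD, computed separately per campaign, cut at about 18% in these data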;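 also: inhibitors lower polarization as less probe binds the enzyme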
# * hit, by the source's call; . = no result given.
SMILES,AHR activator,MEX-5 binding,Bcl-xL primary,pPAFAH FP inh,GLD-1 TGE inh,PAFAH1B2 inh,PME-1 inh,MCL1-BIM inh,Fam108B inh
CCOCCOC(=O)C1=C(C)N(C)C(=O)NC1c1ccccc1Cl (stereo not given),0,2.7,0,-2,-1,0,1,-2,-3
CC1CCCC(N2C(=O)NC(NC(=O)c3ccco3)(C(F)(F)F)C2=O)C1C (stereo not given),6,3.3,5,1,-7,10,4,1,2
CCCCOC(=S)NC(=O)c1sc2ccccc2c1Cl,0,-0.9,3,0,-5,-3,8,9,-3
Cc1cc(C)n2c(SCC(=O)Nc3c(C)n(C)n(-c4ccccc4)c3=O)nnc2n1,0,-1.2,5,3,-1,-1,0,14,11
O=S(=O)(c1cnc[nH]1)N1CCc2ccccc21,11,2.9,0,2,4,-24,-4,0,-12
CCOc1ncccc1C(=O)Nc1cccc(S(=O)(=O)N2CCOCC2)c1,1,.,.,3,4,3,.,.,.
CCc1c(C)sc(NC(=O)c2cc(CC(C)C)on2)c1C#N,4,1.0,9,3,-2,17,2,11,3
CCOc1ccccc1CSc1nc2ccccc2[nH]1,54*,2.0,3,-1,0,14,-6,-1,0
Cc1ccc(S(=O)(=O)N(CC(=O)NCc2ccccn2)c2ccc(Cl)cc2)cc1,4,1.1,0,0,-3,6,5,4,3
COc1ccc(N(C)C(=O)Cc2c(C(=O)O)[nH]c3ccccc23)cc1,4,0.8,0,3,1,10,-1,-3,-1
COC(=O)C1=C(C)N(c2cccc(Cl)c2)C(=O)C1,3,2.6,3,1,4,7,-2,1,2
Cc1cc(C)nc(NS(=O)(=O)c2ccc(NC(=O)CN3C(=O)C4CC=CCC4C3=O)cc2)n1 (stereo not given),0,-0.4,2,0,7,5,-9,-3,-1

# Record cards, as listed above:
# Listed for CCOc1ccccc1CSc1nc2ccccc2[nH]1 → AHR activator = 54*; MEX-5 binding = 2.0; Bcl-xL primary = 3; pPAFAH FP inh = -1; GLD-1 TGE inh = 0; PAFAH1B2 inh = 14; PME-1 inh = -6; MCL1-BIM inh = -1; Fam108B inh = 0
# Listed for CCc1c(C)sc(NC(=O)c2cc(CC(C)C)on2)c1C#N → AHR activator = 4; MEX-5 binding = 1.0; Bcl-xL primary = 9; pPAFAH FP inh = 3; GLD-1 TGE inh = -2; PAFAH1B2 inh = 17; PME-1 inh = 2; MCL1-BIM inh = 11; Fam108B inh = 3

# More results:
SMILES,AHR activator,MEX-5 binding,Bcl-xL primary,pPAFAH FP inh,GLD-1 TGE inh,PAFAH1B2 inh,PME-1 inh,MCL1-BIM inh,Fam108B inh
COc1ccc(-c2noc(C3CCCN(S(=O)(=O)c4cccc(Cl)c4)C3)n2)cc1OC (stereo not given),-1,0.4,4,6,5,4,-1,0,-1
Cc1cccnc1NC(=O)NC(=O)c1ccc(C(C)(C)C)s1,7,0.4,7,1,-2,6,4,1,4
O=C(COC(=O)c1cc(-c2cccs2)nc2ccccc12)NCc1ccco1,0,1.7,8,12,5,-3,-5,16,-11
Cc1ccc2c(c1)C1(SCCS1)C(=O)N2,6,1.9,0,3,0,2,4,-6,-1
COc1ccc(OC)c(NC(=O)NCc2ccc(F)cc2)c1,4,3.3,-13,2,0,-2,11,-6,3
Cc1ccc(CNC(=O)CCc2c(C)[nH]c(=O)c(C#N)c2C)cc1,0,-0.1,-1,-1,7,-2,4,-1,2
O=C(COC(=O)CCN1C(=O)C2CC=CCC2C1=O)NCCc1ccc(F)cc1 (stereo not given),2,.,-11,3,8,3,-3,-19,.
COCc1cc(=O)n2[nH]c(-c3ccco3)cc2n1,0,-2.2,0,2,11,5,-5,3,0
CCCCOc1ccc(C(=O)N2CCCC2C(=O)O)cc1 (stereo not given),-1,1.2,6,1,5,-1,-5,-3,3
CCn1ccnc1CNC(=O)c1ccc2oc(C(C)C)nc2c1,7,-0.1,1,2,2,3,-1,-1,6
O=C(Nc1nccs1)c1cn(-c2ccccc2)nc1-c1ccncc1,30,4.1,2,2,3,5,-9,-7,-1
Cn1c(N)c(C(=O)COC(=O)c2ccccc2C(F)(F)F)c(=O)n(C)c1=O,3,.,.,-2,1,3,.,.,.
Cc1ccc(NC(=O)CS(=O)CC(=O)N(C(C)C(=O)NC2CCCCC2)C(C)(C)C)cc1 (stereo not given),0,1.6,1,-1,-8,-1,10,1,0
COc1ccc(N2CCN(S(=O)(=O)c3c(C)[nH]c(C)c3C(=O)N3CCCC3)CC2)cc1,2,0.3,1,1,7,-2,-3,5,3
O=C(COC(=O)c1ccco1)Nc1ccc(Br)cc1,1,-0.7,-1,1,7,4,-1,7,-2
Cc1ccc(-n2c(SCC(=O)N3CC(=O)Nc4ccccc43)nc3ccccc3c2=O)cc1C,-3,1.7,2,5,9,1,3,2,-1
CSCc1c(C(=O)NCCc2ccccn2)oc2ccccc12,4,-2.0,9,2,4,6,5,8,-1
O=C(c1cc2ccccc2o1)N1CCN=C1SCc1cccnc1,10,-1.7,-7,2,4,6,3,7,6
N/C(CCN1CCOCC1)=N/O,-2,0.9,0,6,2,6,-4,-3,3
Cc1ccc(CN(C(=O)Cn2nnc3ccccc32)C(C(=O)NCc2ccco2)c2cccs2)cc1 (stereo not given),21,-1.8,10,-6,1,0,-7,-3,-7
c1ccc(-c2csc(Nc3ccccn3)n2)cc1,139*,-0.3,9,6,4,-1,8,9,3
CC(C)C[C@H](N)c1nnc(SCc2ccc(Cl)cc2)o1,3,2.0,1,1,0,22,-2,3,3
Cc1csc(NC(=O)C2C3C=CC(C3)C2C(=O)O)n1 (stereo not given),-1,2.7,-1,3,-4,0,5,-9,-3
Cc1ccc(CNC(=O)COC(=O)c2cc(C)oc2C)cc1,-2,.,-1,1,4,7,4,-1,.
Cc1cc(C(=O)NC(C)c2ccc3c(c2)OCO3)cs1 (stereo not given),6,-0.7,-5,-3,6,4,4,-2,-1
CCC(C)Sc1nc(O)cc(=O)[nH]1 (stereo not given),2,2.6,3,7,7,7,0,8,-2
COc1cc(OC)cc(C(=O)Nc2cccc3c2CCCC3)c1,30,1.5,-2,-3,-9,3,6,-3,-6
CC(C)C(=O)NC(=S)Nc1ccccc1C(F)(F)F,-3,-0.4,4,1,-5,3,-6,15,0
CCCOc1ccc(/C=C/C(=O)Nc2ccc([N+](=O)[O-])cc2C)cc1,2,-3.0,2,0,6,0,-7,1,-3
COc1cc(C(=O)NC2CCCCC2)ccc1OCc1ccc(Cl)cc1Cl,2,0.4,2,8,5,6,-1,-7,4
C=CCN1C(=O)C2(C(C(=O)c3ccc(C)o3)=C(O)C(=O)N2CCCN2CCOCC2)c2ccccc21 (stereo not given),2,0.8,7,4,-1,7,-4,-2,2
CC(=O)OC[C@]1(OC(C)=O)C[C@@]23CC[C@H]4[C@@](C)(CCC[C@@]4(C)C(=O)O)[C@@H]2CC[C@@H]1C3,3,1.7,2,-2,-2,5,-4,3,2
CC(=O)Nc1ccc(S(=O)(=O)NCC(=O)OCc2cc(=O)oc3ccc4ccccc4c23)cc1,14,-7.0,3,2,7,-1,0,-3,-2
CC(=O)C1=C(O)C(=O)N(c2nnn(C)n2)C1c1cccs1 (stereo not given),0,-2.7,3,-1,2,-1,-5,1,1
Cc1c(NS(=O)(=O)c2ccc(Cl)c(C(=O)OC(C)C(=O)NCc3ccco3)c2)c(=O)n(-c2ccccc2)n1C (stereo not given),0,2.4,-7,1,4,5,-1,-6,0
C=CCN1c2ccc(Br)cc2C(=O)CS1(=O)=O,9,.,6,10,-4,12,-1,5,.
COc1cc(NC(=O)Cn2c(=O)n(CC3CCCO3)c(=O)c3cc(OC)c(OC)cc32)cc(OC)c1 (stereo not given),9,4.9,8,-1,-8,10,2,6,0
C[C@H](NC(N)=O)C(=O)OCC(=O)NCc1cccs1,1,3.0,-4,-1,2,4,1,-2,0
O=C(NC1CCCC1)c1ccc(COCC(F)(F)C(F)F)o1,-1,0.6,7,-1,0,-3,8,7,2
COC(=O)Cn1c(=O)n(CCc2ccccc2)c(=O)c2c3c(sc21)CCCC3,10,1.1,4,7,-1,-2,2,4,0
CC(OC(=O)/C=C/c1ccc2ccccc2n1)C(=O)NCc1ccccc1 (stereo not given),1,-0.3,-5,6,7,5,3,-16,-4
Clc1cccc(/C=N/Nc2ncnc3ccccc23)c1,38,2.2,0,5,-8,-1,10,-2,2
Cc1noc(C)c1C(=O)OCC(=O)Nc1ccc(N2CCOCC2)cc1,0,.,.,6,3,5,.,.,.
COC(=O)/C=C1\SC(=NC(=O)c2cccc([N+](=O)[O-])c2)NC1=O,2,2.1,17,0,5,-1,-3,23,0
Cc1ccccc1C(=O)NCC(=O)OC(C)C(=O)Nc1cccc(S(=O)(=O)N2CCOCC2)c1 (stereo not given),6,0.5,-1,0,0,0,7,-4,-3
COc1cc(/C=N/NC(=O)COc2ccccc2C)ccc1OC(=O)c1cccs1,-1,0.5,0,1,3,-2,-2,-3,2
C/C(CC1CC(COCC(C)C)OC1=O)=N\NC(N)=S (stereo not given),0,1.9,6,-4,-1,2,-8,17,8

# Molecules shown so far containing a Cl atom:
SMILES,AHR activator,MEX-5 binding,Bcl-xL primary,pPAFAH FP inh,GLD-1 TGE inh,PAFAH1B2 inh,PME-1 inh,MCL1-BIM inh,Fam108B inh
CCOCCOC(=O)C1=C(C)N(C)C(=O)NC1c1ccccc1Cl (stereo not given),0,2.7,0,-2,-1,0,1,-2,-3
CCCCOC(=S)NC(=O)c1sc2ccccc2c1Cl,0,-0.9,3,0,-5,-3,8,9,-3
Cc1ccc(S(=O)(=O)N(CC(=O)NCc2ccccn2)c2ccc(Cl)cc2)cc1,4,1.1,0,0,-3,6,5,4,3
COC(=O)C1=C(C)N(c2cccc(Cl)c2)C(=O)C1,3,2.6,3,1,4,7,-2,1,2
COc1ccc(-c2noc(C3CCCN(S(=O)(=O)c4cccc(Cl)c4)C3)n2)cc1OC (stereo not given),-1,0.4,4,6,5,4,-1,0,-1
CC(C)C[C@H](N)c1nnc(SCc2ccc(Cl)cc2)o1,3,2.0,1,1,0,22,-2,3,3
COc1cc(C(=O)NC2CCCCC2)ccc1OCc1ccc(Cl)cc1Cl,2,0.4,2,8,5,6,-1,-7,4
Cc1c(NS(=O)(=O)c2ccc(Cl)c(C(=O)OC(C)C(=O)NCc3ccco3)c2)c(=O)n(-c2ccccc2)n1C (stereo not given),0,2.4,-7,1,4,5,-1,-6,0
Clc1cccc(/C=N/Nc2ncnc3ccccc23)c1,38,2.2,0,5,-8,-1,10,-2,2

# Screens (PubChem)

# This is a subset; rates above refer to the full screens.
